HT1080NT lethal = kills 2HG-producing HT-1080-NT fibrosarcoma cells; Potency, µM (highest dose often 46.1 µM), for inactives: at the top dose activity, negative = less viability, usual class: cytotoxic; HT-1080-NT fibrosarcoma viability, CellTiter-Glo ATP luminescence, 48 h; hit rate 1.6% among 360,000; AID 686970;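 note: NT is the 2HG producing partner of a matched IDH1 knockdown line; potency is the fitted concentration of half-maximal effect; 0% = DMSO-treated cells and -100% = media-only wells without cells; nearly all actives have a fitted effect of over 55% in size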
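HT-1080-NT fibrosarcoma cells (2HG-overproducing), 750 cells/well in RPMI with 5% FBS, dosed after 2 h and incubated 48 h at 37C. CellTiter-Glo luminescence normalized to DMSO and no-cell wells; concentration-response curves fitted and classed.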
D3 ag = agonists of human D3 dopamine receptor; D3R DiscoveRx beta-arrestin cells, luminescence, 90 min; max activation, %; hit rate 0.58% among 410,000; AID 652048; in the data active = max activation above about 30%; note: 0% is about no effect; mostly tested at two doses, the higher about 12 µM
Target sequence (P35462 whole entry, looked up): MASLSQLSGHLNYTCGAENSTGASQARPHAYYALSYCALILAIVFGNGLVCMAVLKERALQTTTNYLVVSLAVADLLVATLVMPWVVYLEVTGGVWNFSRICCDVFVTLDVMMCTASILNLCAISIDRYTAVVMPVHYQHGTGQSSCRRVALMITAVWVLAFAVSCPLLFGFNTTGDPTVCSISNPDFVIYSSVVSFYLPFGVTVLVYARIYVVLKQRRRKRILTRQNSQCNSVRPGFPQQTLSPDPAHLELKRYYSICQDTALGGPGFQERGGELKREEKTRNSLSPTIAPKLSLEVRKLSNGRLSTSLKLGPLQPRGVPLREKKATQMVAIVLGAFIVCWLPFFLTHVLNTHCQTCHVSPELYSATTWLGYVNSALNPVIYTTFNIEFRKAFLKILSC
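Cells at 1500/well, incubated overnight, then treated with pinned compounds (dopamine as control) for 90 min at 37 degrees C. DiscoveRx reagent added for 30 - 60 minutes at room temperature; luminescence read.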
GLP-1R agonist = GLP-1 receptor (human) agonism. AID 624172. HEK293 GLP-1R CRE-luciferase, luminescence, 4-6 h; cells express a hypersensitive GLP-1R form. hit rate 0.007% among 380,000. P43220. Potency, µM (series often up to 45.6 µM), for inactives: at the top dose activation, actives largely listed as activators; note: potency is the fitted concentration of half-maximal effect; % of control where 0% means no effect
Target sequence (P43220 whole entry, looked up): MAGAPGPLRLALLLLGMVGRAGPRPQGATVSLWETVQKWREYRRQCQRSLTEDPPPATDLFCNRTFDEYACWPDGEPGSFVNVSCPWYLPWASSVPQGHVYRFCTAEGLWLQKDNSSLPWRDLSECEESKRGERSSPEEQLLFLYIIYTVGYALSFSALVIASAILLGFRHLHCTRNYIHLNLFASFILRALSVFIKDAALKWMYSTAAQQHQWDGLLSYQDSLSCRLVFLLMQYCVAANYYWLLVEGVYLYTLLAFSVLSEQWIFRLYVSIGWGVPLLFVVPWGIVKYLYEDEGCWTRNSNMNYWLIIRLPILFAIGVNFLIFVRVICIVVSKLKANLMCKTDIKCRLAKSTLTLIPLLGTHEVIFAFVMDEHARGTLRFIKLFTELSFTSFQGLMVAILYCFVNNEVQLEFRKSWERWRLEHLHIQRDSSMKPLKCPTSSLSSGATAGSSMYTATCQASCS
KB-V1 cytotox = KB-V1 MDR subline cytotoxicity; KB-V1 MDR cells viability, CellTiter-Glo, 72 h; Potency, µM (series often up to 46.1 µM), inactives show at the top dose activity change, negative = cytotoxicity, actives largely listed as cytotoxic; hit rate 3.4% among 400,000; AID 1347076; note: potency is the fitted concentration of half-maximal effect; % is set by controls: 0 for no effect and ±100 for the full control effect; nearly all actives have a fitted effect of over 60% in size
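Compound-treated KB-V1 multidrug-resistant cells, 72 h, 37 degrees C; viability by CellTiter-Glo. Fitted qHTS curves give the values.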
SW480 rerep = induces DNA re-replication in SW480 colon adenocarcinoma cells; Potency, µM (highest dose often 46.1 µM), for the others: top-dose re-replication activation, usual class: activators; AID 624297; hit rate 1.8% among 340,000; SW480 DNA re-replication, Hoechst DNA content imaging, 48 h; note: potency is the fitted concentration of half-maximal effect; % of control where 0% means no effect; nearly all actives have a fitted effect of over 55% in size
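Cells (250 per well) received 23 nL compound or DMSO by pin tool and were kept 48 hr at 37 C, 5% CO2. Nuclei were then stained with Hoechst for 40 min and scanned for DNA content.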
KB-3-1 tox = kills parental KB-3-1 adenocarcinoma cells; KB-3-1 viability, CellTiter-Glo ATP luminescence, 72 h; Potency, µM (series often up to 46.1 µM), for inactives: at the top dose activity change, negative = cytotoxic, actives largely listed as cytotoxic; hit rate 1.4% among 400,000; AID 1347075; note: potency is the fitted concentration of half-maximal effect; % is set by controls: 0 for no effect and ±100 for the full control effect; nearly all actives have a fitted effect of over 60% in size
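Cells are dispensed, compounds pinned in, plates held at 37 °C for 72 h, then CellTiter-Glo is added and luminescence read after 10 minutes. Cell line: parental KB-3-1 in phenol-red-free DMEM, 10% FBS.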
DRD3 antagonist = blocks the human D3 dopamine receptor. P35462. D3R cells, DiscoveRx beta-arrestin luminescence, antagonist mode; active compounds read low. max response, negative = inhibition, %. hit rate 2.5% among 360,000. AID 652054; in the data active = max response below about -50%; inconclusive = no clear call, values can overlap the other calls; note: % is set by controls: 0 for no effect and ±100 for the full control effect; mostly tested at two doses, the higher about 12 µM
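Cells plated overnight at 1500 cells/well, then exposed to library compounds with dopamine controls for 90 minutes at 37 degrees C. DiscoveRx reagent added for 30–60 minutes at room temperature; luminescence read, quantitative HTS format.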
HT1080 IDH1KD tx = HT-1080 IDH1 knockdown cell toxicity (counter line); HT-1080 IDH1 knockdown viability, ATP luminescence, 48 h; Potency, µM (highest dose often 46.1 µM), for the others: top-dose activity, negative = toxicity, most hits filed as cytotoxic; hit rate 2% among 360,000; AID 686971;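 note: potency is the fitted concentration of half-maximal effect; 0% = DMSO wells and -100% = cell-free medium wells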
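Knockdown cells (IDH1KD HT-1080) received compounds 2 h after plating at 750 cells/well and were kept 48 h at 37 °C in 5% FBS RPMI. A CellTiter-Glo luminescence read gave % activity for curve fitting.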
IL-1B inflam inh = inhibitors of inflammasome signaling (IL-1 beta secretion); hit rate 4.7% among 360,000; activity change, % at 57.5 µM; THP-1 LPS/ATP IL-1B secretion, AlphaLISA, 16 h; active compounds read low; in the data active = activity change below about -50%; inconclusive = mostly about -30% to -49%; note: % is set by controls: 0 for no effect and ±100 for the full control effect
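Secreted IL-1B measured by AlphaLISA bead assay after 16 h compound exposure of THP-1 cells; compounds (final up to 57.5 uM) added 1 h before LPS (250 ng/mL) and ATP (1.25 mM) stimulation; lower signal means less secretion.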
Starred values were filed as active, the others as inactive; ? = inconclusive; nt = no result given; [ ] = dose if it differs, or a comment. Unless noted, calls come from the whole dose curve; as a rule, active = well fitted curve in the direction sought with a large enough effect; inconclusive = small, poorly fitted or top-dose-only effect, or another doubt; inactive = no such curve, though single readings can be large; an effect the other way counts as inactive or inconclusive.

SMILES	HT1080NT lethal	D3 ag	GLP-1R agonist	KB-V1 cytotox	SW480 rerep	KB-3-1 tox	DRD3 antagonist	HT1080 IDH1KD tx	IL-1B inflam inh
CCOC(=O)c1c(C)[nH]c(C(=O)COC(=O)COc2ccccc2C)c1C	3%	3	13%	?	-1%	-1%	11	-4%	18
Cc1ccc(NC(=O)Nc2cc(S(=O)(=O)N(C)C)ccc2C)cc1	19%	-17	7%	8%	7%	-1%	-26	9%	-18
CC(C)Cn1c(N)c(C(=O)CSc2nnc(C3CC3)n2C2CC2)c(=O)n(C)c1=O	0%	-4	-6%	17%	2%	13%	-5	-7%	2
CCOC(=O)N1CCN(C(=S)Nc2ccccc2C(C)C)CC1	13%	-5	0%	0%	-31%[inhibitor]	4%	4	2%	48
CCc1nnc(SCc2cccc(F)c2)nc1CC	21%	3	12%	-14%	-9%	0%	13	13%	-5
COc1ccc(C2(O)CCN(C(=O)c3c(F)cccc3F)CC2)cc1	-6%	-14	-1%	-6%	-7%	-7%	-13	6%[9.24 µM]	18
CCC(C)(C)n1nnnc1C(C(C)C)N1CCN(C)CC1 (stereo not drawn)	0%	9	5%	0%	2%	5%	4	19%	6
CCC(C)(C)n1nnnc1C(c1ccc(C)cc1)N1CCN(Cc2cccnc2)CC1 (stereo not drawn)	3%	-24	-3%	-6%	-3%	0%	-19	2%	-5
Cc1cccc(NC(=O)c2ccc(NCC3CCCO3)c([N+](=O)[O-])c2)n1 (stereo not drawn)	-2%	-6	2%	?	-5%	0%	8	9%	3
O=C(CSc1nccn(-c2ccc(Br)cc2)c1=O)NCc1ccccc1	0%	1	-5%	13µM*	-3%	-5%	18	-5%	-4
Cc1c(C(=O)NCc2cccc(C(F)(F)F)c2)sc(=O)n1Cc1ccc(C(=O)N(C)C)cc1	-1%	6	9%	?	nt	?	8	0%	-16
CCCn1c(CNC(=O)Cc2ccccc2)nc2ccccc21	5%	1	-2%	-8%	-3%	8%	-13	3%	7
COc1ccc(OC)c(NC(=S)NCc2ccc(S(N)(=O)=O)cc2)c1	-9%	-4	3%	-7%	-1%	-8%	-7	1%	-14
Cc1ccc(C(=O)C2=C(O)C(=O)N(Cc3cccnc3)C2c2ccc(N(C)C)cc2)o1 (stereo not drawn)	?	3	1%	16%	-8%	-1%	5	18%	0
Nc1nnc(SCC(=O)Nc2sc3c(c2C(=O)c2ccccc2)CCCC3)s1	-2%	6	12%	-16%	0%	-25%	8	-22%	-3
O=C(COC(=O)c1c2c(nc3ccccc13)/C(=C\c1cccs1)CCC2)Nc1ccccc1Cl	4%	7	-3%	?	13µM*	0%	7	13%	-14
Cc1cc(S(=O)(=O)Nc2ccc(N(C)C)cc2)c(C)s1	-11%	-15	-6%	16µM*	3%	-1%	-22	-26%	27
Cc1ccc(C(=O)N2[C@@H]3CN(C)C(=O)[C@@]2(Cc2ccccc2)[C@H]2C(=O)N(Cc4ccccc4)C(=O)[C@@H]32)cc1	13%	-13	-5%	-12%	2%	7%	-9	0%	-9
O=C([C@H]1O[C@@H](n2ccc(=O)[nH]c2=O)[C@H](O)[C@@H]1O)N1CCN(Cc2ccccn2)CC1	19%	-5	-1%	9%	nt	9%	-22	7%	11
O=C(NCCc1ccc(Cl)cc1)C1CCN(c2cnccn2)CC1	-5%	0	-11%	?	-5%	-7%	-18	0%	-1
CC1Cc2ccccc2N1C(=O)COC(=O)CNC(=O)c1ccc(Br)o1 (stereo not drawn)	7%	1	-1%	24%	0%	15%	-14	5%	41
COc1ccc(S(=O)(=O)N2CCc3ccccc32)cc1OC	2%	7	14%	-11%	11%	?	9	-3%	?
O=C(CCc1ccccc1)Nc1c(F)c(F)c(F)c(F)c1F	2%	-2	-13%	-27%	-24%	-1%	-4	0%	?
Cc1ccc(SCC(=O)O/N=C(\N)c2ccncc2)cc1	1%	-3	2%	0%	?	4%	-13	-1%	7
CCn1cc2nc(SCC(=O)Nc3cccc(Cl)c3C)n(Cc3ccc(Cl)cc3)c(=O)c2n1	nt	-9	0%	?	nt	-16%	nt	nt	nt

Limited to HT1080NT lethal and KB-V1 cytotox, for some of the entries so far:
SMILES | HT1080NT lethal | KB-V1 cytotox
COc1ccc(S(=O)(=O)N2CCc3ccccc32)cc1OC | 2% | -11%
O=C(CCc1ccccc1)Nc1c(F)c(F)c(F)c(F)c1F | 2% | -27%

Next part:
SMILES	HT1080NT lethal	D3 ag	GLP-1R agonist	KB-V1 cytotox	SW480 rerep	KB-3-1 tox	DRD3 antagonist	HT1080 IDH1KD tx	IL-1B inflam inh
Cc1cc(C)c(S(=O)(=O)N2CCCOC2CNC(=O)C(=O)NCCCn2ccnc2)c(C)c1 (stereo not drawn)	18%	2	-1%	2%	-4%	2%	5	16%	-6
C[C@H](CO)N1C[C@H](C)[C@@H](CN(C)C(=O)C2CCCCC2)OCc2cn(nn2)CCCC1=O	10%	4	11%	8%	nt	13%	19	16%	22
CCc1ccc(CN2CCCC(CCC(=O)N3CCN(c4ccccn4)CC3)C2)o1 (stereo not drawn)	23%	-16	-4%	-21%	-20%	9%	-10	-1%	-11
COc1ccc(NC(=O)C(c2ccc(OC)cc2)N(C)C(=O)CC2NC(=O)NC2=O)cc1 (stereo not drawn)	-9%	-2	-5%	-3%	-1%	15%	-3	0%	13
O=C(COC(=O)c1ccco1)Nc1ccc(Br)cc1	-1%	-7	2%	8%	1%	3%	-7	-4%	-11
Cc1sc2ncnc(NCCCN3CCCC3=O)c2c1C	9%	-3	6%	-4%	0%	3%	13	11%	-1
CCOc1ccccc1NC(=O)c1ccc(S(=O)(=O)N(C)c2ccccc2)cc1	6%	-2	13%	?	?	-18%	8	0%	0
CCN1CCN(c2cc(C(C)(C)C)nc3c(-c4ccccc4)c(C)nn23)CC1	?	-5	-9%	4%	6.5µM*	-6%	-17	13µM*	?
O=C(Nc1ccccc1N1CCCC1)c1cc(Cl)ccc1Cl	4%	1	-3%	18%	7%	2%	22	1%	29
Cc1occc1-c1nnc(SCC(=O)N2CCN(c3ccc(F)cc3)CC2)n1C	-8%	-3	-7%	?	-2%	-26%	-17	?	67
COc1cccc(-n2nc(C(=O)O)c3ccccc3c2=O)c1	2%	2	0%	1%	-5%	-12%	11	-6%	17
Cc1ccc(C)c(C(=O)COC(=O)CN2C(=O)C3C4CCC(C4)C3C2=O)c1 (stereo not drawn)	7%	0	12%	4%	?	9%	15	2%	0
Cc1ccc(N2Cc3ccccc3C2=O)cc1	?	8	0%	?	-3%	?	0	-28%	3
O=C1OC(c2ccc3c(c2)OCO3)=N/C1=C\c1ccc(C(=O)O)cc1	16%	7	2%	21%	-10%	26%	-7	16%	10
CCOc1ccc2nc(SCC(=O)N(C)C3CCS(=O)(=O)C3)[nH]c2c1 (stereo not drawn)	17%	-1	-6%	20%	-2%	1%	-24	12%	23
Cc1ccc(NCCCCO)cc1C	2%	-4	7%	4%	25%	-27%	-4	-1%	0
O=C(NC1CCCC1)C(c1ccccc1F)N(C(=O)Cc1cccs1)c1ccc2c(c1)OCCO2 (stereo not drawn)	-7%	1	4%	1%	?	-13%	16	-14%	-29
CCNC(=O)c1ccc(-n2nc(C)cc2-c2ccccc2)cc1	0%	-6	?	-24%	-5%	5%	-15	-3%	-8
COCCCNC(=O)c1ccccc1NS(=O)(=O)c1ccc(C)cc1	1%	3	-7%	-10%	1%	4%	3	0%	13
O=C(N/N=C\c1ccc(Cl)cc1Cl)c1sccc1-n1cccc1	?	4	0%	?	-1%	6%	67	9%[9.24 µM]	-12
COC(=O)c1cccc(NC(=O)CSc2ncn[nH]2)c1	19%	4	-4%	28%	-3%	?	28	23%	16
COc1ccc(Cn2c(C)nnc2-c2cnn(C)c2N)cc1	2%	7	17%	0%	0%	10%	-5	6%	-14
Nc1cc(-c2cccc(F)c2)nn1S(=O)(=O)c1cccc2nsnc12	-4%	-6	-1%	0%	2%	-6%	?	2%	-1
Cc1cc(C)nc(/N=C(\N)Nc2ccc(C(C)C)cc2)n1	?	5	-2%	?	?	-27%	5	?	-99*
Cn1cccc1Cc1nnc(SCC(=O)Nc2ccccc2)n1-c1ccc(F)cc1	-12%	2	0%	-20%	-1%	-13%	8	-1%	0
SMILES	HT1080NT lethal	D3 ag	GLP-1R agonist	KB-V1 cytotox	SW480 rerep	KB-3-1 tox	DRD3 antagonist	HT1080 IDH1KD tx	IL-1B inflam inh
O=C(c1ccccn1)N(Cc1ccco1)C1(C(=O)NC2CCCC2)CCCCC1	13%	3	-4%	?	21%	0%	2	20%	-14
Cc1oc(-c2ccoc2)nc1CN(CC1CCC(=O)N1)C(C)C (stereo not drawn)	0%	10	12%	?	-14%	10%	19	-18%	2
COC(=O)c1ccsc1NC(=O)c1ccco1	13%	8	23%	-13%	-11%	14%	18	2%	?
CCN1C(=O)/C(=C/C=C2\C=CN(CC)c3ccccc32)SC1=S	13%	-9	3%	?	-8%	-18%	-15	14%	-1
O=C(NCCc1ccccc1)c1c(F)cccc1F	21%	-3	2%	-1%	3%	8%	9	18%	-10
CCOC(=O)c1ccc(N2Cc3ccccc3C2=NC(=O)c2ccncc2)cc1	-17%	3	8%	0%	-8%	9%	5	-10%	-6
Cc1cnc(NC(=O)CCc2ccccc2)s1	?	4	3%	-28%	13µM*	?	-5	?	10
CC(=O)NC1=NN(c2ccccc2)C(=O)C1	24%	2	-5%	18%	-8%	-5%	-11	15%	-5
CCCc1nc2ccccc2c(=O)n1-c1ccc(C(=O)OCC)cc1	2%	-3	-1%	?	-7%	-5%	-4	0%	22
CC(=O)Oc1ccc(C(=O)Nc2cc(C)ccc2NC(=O)COc2ccccc2)cc1	0%	3	1%	16µM*	-4%	-1%	8	10%	0
COc1cc(OC)c(OC)cc1CNC(=O)c1cc(S(=O)(=O)N(C)c2ccccc2OC)ccc1C	-6%[9.24 µM]	1	-5%	?	-38%[inhibitor]	-11%	10	-10%	-2

From PubChem
